# Screens as filed in PubChem.
# Luciferase inh – firefly luciferase inhibition; P08659; purified firefly luciferase, luminescence, 8 min; Potency, µM (doses to about 57.1 µM), for the others: top-dose activity change, negative = inhibition, usual class: inhibitors; 72,000 tested, 2.2% active; AID 411; further: potency means the concentration at half of the fitted maximal effect; on the % scale 0 is the no-effect control and ±100 the full control effect; nearly all actives have a fitted effect of over 40% in size
# Target sequence (P08659 whole entry, looked up): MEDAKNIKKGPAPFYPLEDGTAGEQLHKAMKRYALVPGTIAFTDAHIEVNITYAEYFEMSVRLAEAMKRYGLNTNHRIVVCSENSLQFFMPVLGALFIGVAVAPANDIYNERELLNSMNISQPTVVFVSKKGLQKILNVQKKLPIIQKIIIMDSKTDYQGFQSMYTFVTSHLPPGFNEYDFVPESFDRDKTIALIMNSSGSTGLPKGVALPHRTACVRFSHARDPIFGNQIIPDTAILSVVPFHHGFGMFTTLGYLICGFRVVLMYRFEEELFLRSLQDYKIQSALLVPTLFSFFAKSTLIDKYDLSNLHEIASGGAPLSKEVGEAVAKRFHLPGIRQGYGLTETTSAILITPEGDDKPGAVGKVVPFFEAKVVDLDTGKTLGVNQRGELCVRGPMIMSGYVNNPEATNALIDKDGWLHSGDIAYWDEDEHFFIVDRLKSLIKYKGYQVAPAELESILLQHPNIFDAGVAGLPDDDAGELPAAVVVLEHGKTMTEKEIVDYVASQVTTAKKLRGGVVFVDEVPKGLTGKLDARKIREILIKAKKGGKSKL
#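 qHTS concentration-response profiling: light output of P. pyralis luciferase with luciferin and 10 uM ATP, imidazole buffer pH 7.2. Read by luminescence after 8-min room-temperature incubation.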
# Texas Red fluor – compounds fluorescent in Texas Red spectral region | Compound fluorescence, Texas Red channel, 547/618 nm; active compounds read high | 59,000 tested, 0.06% active | AID 587 | max dye-equivalent concentration, M; in the data active means max dye-equivalent concentration above about 10 nM; inconclusive means between about 1.1 nM and that limit
#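 Compound titrations in 100 mM Tris pH 8.0 were incubated 15 min at room temperature and read at 547 nm excitation / 618 nm emission. Texas Red six-point standard curve on each plate converted fluorescence to dye-equivalent concentration.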
# HEK293 cAMP cs – parental HEK293 cAMP activation (counter-screen) | parental HEK293 CNG cAMP sensor, membrane potential fluorescence | Potency, µM (titrated, usually from 57.1 µM), for the others: top-dose activation, actives largely listed as activators | 73,000 tested, 2.5% active | AID 938; further: potency means the concentration at half of the fitted maximal effect; % of control where 0% means no effect; nearly all actives have a fitted effect of over 55% in size
#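 Parental HEK 293 cells stably expressing a modified CNG channel (no TSHR) report cAMP rise as membrane depolarization. Membrane potential dye with 100 uM RO 20-1724 was loaded for 60 min at room temperature, then compound added for 30 min; fluorescence read at 590 nm.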
# Tau filament bind – binders of human tau filaments | P10636 | recombinant tau filaments, thioflavin S fluorescence, 15 h; filaments grown with octadecylsulfate alongside compound | Potency, µM (doses to about 57.1 µM), inactives show at the highest dose activity change, negative = inhibition | 71,000 tested, 2% active | AID 596;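 further: potency means the concentration at half of the fitted maximal effect; on the % scale 0 is the no-effect control and ±100 the full control effect; actives lower thioflavin S fluorescence by blocking filaments or displacing dye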
#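 ThS-based fibril read: tau 1 uM final, inducer ODS 30 uM final, 37 C for 15 h, ex 450/em 510 nm.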
# Rhodamine autofl – rhodamine region autofluorescence | Rhodamine-region fluorescence, 547/598 nm, Tris buffer; active compounds read high | max dye-equivalent concentration, M | 59,000 tested, 0.05% active; in the data active means max dye-equivalent concentration above about 11 nM; inconclusive means between about 1.1 nM and that limit
#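 qHTS spectral profiling of compounds without any target or enzyme present, in pH 8.0 Tris buffer; plates were read after a 15-minute room-temperature incubation using the rhodamine-region filter set.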
# Caspase-1 inhib – caspase-1 (human) inhibition, allosteric or competitive | P29466 | Caspase-1 enzyme, Ac-WEHD-AFC fluorogenic rate | Potency, µM (doses to about 57.5 µM), for inactives: at the highest dose activity change, negative = inhibition, usual class: inhibitors | 75,000 tested, 0.03% active | AID 900;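 further: potency means the concentration at half of the fitted maximal effect; plate controls were vehicle for no effect and no substrate for full effect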
# Target sequence (P29466 120-297 limits assumed): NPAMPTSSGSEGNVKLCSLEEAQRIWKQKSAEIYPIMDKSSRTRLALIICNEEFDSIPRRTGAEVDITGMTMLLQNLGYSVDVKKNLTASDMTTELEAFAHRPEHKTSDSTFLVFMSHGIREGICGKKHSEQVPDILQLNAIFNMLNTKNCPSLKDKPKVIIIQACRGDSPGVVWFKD
# Target sequence (P29466 317-404 limits assumed): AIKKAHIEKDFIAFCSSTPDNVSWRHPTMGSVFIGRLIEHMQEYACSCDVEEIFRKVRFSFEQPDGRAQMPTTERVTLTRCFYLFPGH
# Casp7 inh – allosteric or competitive inhibitors of human caspase-7; Potency, µM (series often up to 57.5 µM), for the others: at the top dose activity change, negative = inhibition, usual class: inhibitors; P55210; recombinant caspase-7, Ac-DEVD-AFC fluorescence rate; 75,000 tested, 0.02% active; active means well fitted inhibition curve with a large enough effect in the main read-out, with a control signal flat, not every such curve was filed as active; inconclusive means small, poorly fitted or top-dose-only effect, or a change in a side signal; further: potency means the concentration at half of the fitted maximal effect; % of control where 0% means no effect
# HADH2 inhib – blocks human hydroxyacyl-CoA dehydrogenase type II; Potency, µM (doses to about 57.1 µM), for inactives: top-dose activity change, negative = inhibition, usual class: inhibitors; Q99714; 73,000 tested, 3.4% active; recombinant HADH2, NADH fluorescence, beta-hydroxybutyryl-CoA; AID 886; further: potency means the concentration at half of the fitted maximal effect; on the % scale 0 is the no-effect control and ±100 the full control effect; nearly all actives have a fitted effect of over 60% in size; many of its hits are not listed in these tables
# Target sequence (Q99714 whole entry, looked up, one chain of several): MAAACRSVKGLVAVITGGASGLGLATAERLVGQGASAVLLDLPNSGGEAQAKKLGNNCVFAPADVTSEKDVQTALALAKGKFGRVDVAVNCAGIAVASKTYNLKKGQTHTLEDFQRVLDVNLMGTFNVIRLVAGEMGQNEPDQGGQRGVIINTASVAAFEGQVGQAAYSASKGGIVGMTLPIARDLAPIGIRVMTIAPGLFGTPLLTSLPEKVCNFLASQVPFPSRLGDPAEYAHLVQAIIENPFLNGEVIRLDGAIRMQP
#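 Activity measured as NADH fluorescence gain (360/450 nm), taken as the change between first and last reads of a 4-min kinetic run. Conditions: pH 9.0 Tris buffer, 20 nM E. coli-expressed His-tagged enzyme, 1 mM NAD+, 90 uM beta-hydroxybutyryl-CoA; 15-min compound preincubation.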
# USP2a inh – blocks human ubiquitin-specific protease USP2a; 60,000 tested, 0.1% active; O75604; USP2a enzymatic assay, qHTS inhibition; Potency, µM (highest dose often 38.3 µM), for inactives: at the top dose activity change, negative = inhibition, hits mostly inhibitors;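 further: potency means the concentration at half of the fitted maximal effect; nearly all actives have a fitted effect of over 60% in size; plate controls were DMSO for no effect and NEM full inhibition control for full effect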
#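 Coupled readout: USP2-cleaved Ub-PLA2 (20nM final) turns over NBD C6-HPC (20uM final), Ex 460nm/Em 535nm after 2.5 h, time-zero read flagging artifacts. Enzyme (20nM final, pH 8.0 Tris) given 30 min RT with compound first; NEM defines full inhibition.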
# ERK AVP block – vasopressin-driven ERK pathway inhibition; HEK293-V1b, vasopressin-stimulated pERK AlphaScreen; Potency, µM (highest dose often 57.5 µM), without a hit: at the top dose activity, negative = inhibition, usual class: inhibitors; 72,000 tested, 0.99% active; AID 995; further: potency means the concentration at half of the fitted maximal effect; on the % scale 0 is the no-effect control and ±100 the full control effect; nearly all actives have a fitted effect of over 55% in size
#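 HEK293 cells stably expressing V1b receptor, preincubated 30 min at 37 °C with compound, then stimulated 5 min with 25 nM vasopressin. Phospho-ERK by AlphaScreen SureFire after 5 h RT; normalized to DMSO and vasopressin; AC50 by Hill fit.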
# Fluorescein autfl – fluorescein region autofluorescence | max fluorescein-equivalent concentration, M | 59,000 tested, 0.91% active | Compound autofluorescence, 480/540 nm, fluorescein-equivalent; active compounds read high | AID 593; in the data active means max fluorescein-equivalent concentration above about 10 nM; inconclusive means between about 1.1 nM and that limit
#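 First, buffer (100 mM Tris, pH 8.0) dispensed; second, compounds and fluorescein standards pinned in; third, 15 min room-temperature incubation; finally, imaging at ex 480 nm/em 540 nm. Fluorescence normalized against the six-point fluorescein curve.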
# Active calls of the source: *; i = inactive; ? = inconclusive; nt = not tested or not shown; [ ] = another dose, or the depositor's remark. Unless noted, the call rests on the fitted dose curve; in most records, active means well fitted curve in the direction sought with a large enough effect; inconclusive means small, poorly fitted or top-dose-only effect, or another doubt; inactive means no such curve, though single readings can be large; an effect the other way counts as inactive or inconclusive. Not all compounds are listed. The share of hits here may be higher or lower than overall.
Molecule | Luciferase inh | Texas Red fluor | HEK293 cAMP cs | Tau filament bind | Rhodamine autofl | Caspase-1 inhib | Casp7 inh | HADH2 inhib | USP2a inh | ERK AVP block | Fluorescein autfl
COc1ccc(C)cc1S(=O)(=O)Nc1ccc(F)cc1 | -2% | i | -4% | -6% | i | -5% | 0% | 12% | 6% | -3% | i
Fc1ccc(C(c2nnnn2Cc2cccs2)N2CCN(C3CCCCC3)CC2)cc1 (configuration not stated) | -1% | i | 5% | -18% | i | -2% | 2% | 13% | nt | -23% | i
Cc1ccsc1C(C(=O)NC1CCCCC1)N(C(=O)Cc1cccs1)C1CC1 (configuration not stated) | 3% | i | ? | 6% | i | -1% | -1% | 6% | 6% | 7% | i
CC1CCN(CC[S-])CC1.O.O.[Cl][Pt] | 0%[11.4 µM] | i | -2%[11.4 µM] | -11%[11.4 µM] | i | 0%[11.5 µM] | -1%[11.5 µM] | ? | nt | -16%[11.5 µM] | ?
CCOc1ccccc1NC(=O)CN(C)S(=O)(=O)c1cccc2nsnc12 | 0% | i | 20% | -24% | i | -1% | -1% | -4% | 14% | 9% | i
CCOc1cc(C2C(C(=O)N3CCCCC3)=C(C)NC3=C2C(=O)CCC3)cc(Br)c1O (configuration not stated) | 5% | i | 13% | 6% | i | -3% | -3% | -26% | 3% | -36% | i
CC(C)C1N=C2c3ccccc3N=C(SCc3cc(=O)n4ccccc4n3)N2C1=O (configuration not stated) | -1% | i | 8% | -11% | i | 0% | 1% | -7% | 6% | 19% | i
Cc1cc(C(F)(F)F)nn1-c1nc(-c2ccco2)cc(C(F)(F)F)n1 | -1% | i | ? | -6% | i | 0% | 0% | -14% | -1% | -19% | ?
O=C(NCc1ccccc1)c1ccc(CN2CCOCC2)cc1 | -3% | nt | 2% | -14% | nt | 0% | 0% | -3% | 2% | 2% | nt
COc1ccc2c(Cl)cc(NC(=S)Nc3ccccc3)nc2c1 | 3%[11.4 µM] | ? | 8%[11.4 µM] | -4%[11.4 µM] | i | 2%[11.5 µM] | -2%[11.5 µM] | -3%[11.4 µM] | nt | 9%[11.5 µM] | i
COC(=O)c1ccc2c(=O)n(Cc3ccco3)c(SCC(=O)Nc3ccccc3Cl)nc2c1 | 0% | ? | 35% | 122% | i | 1% | 0% | 21% | 10% | -14% | i
COc1ccc(OC)c(NC(=O)CN(c2ccc(OC)c(Cl)c2)S(C)(=O)=O)c1 | -2% | i | 0% | -3% | i | 0% | -1% | -1% | 8% | ? | ?
CCOc1ccccc1NC(=O)c1ccc(F)c(S(=O)(=O)N2CCC3(CC2)OCCO3)c1 | 0% | i | 11% | 4% | i | -1% | 0% | 76%[activator] | 24% | 4% | i
CCCc1cc(=O)n2[nH]c(Cc3ccccc3)nc2n1 | -1% | i | 6% | -9% | i | -1% | -1% | -1% | -8% | -2% | i
COc1ccc(N(CC(=O)Nc2ccc3c(c2)OCCO3)S(=O)(=O)c2c(C)noc2C)cc1 | 0% | i | 23% | 52% | i | -1% | -6% | 10% | 37%[activator] | 17% | i
CSCCC(NS(=O)(=O)c1ccc2c(c1)OCCO2)C(=O)NCCc1ccccn1 (configuration not stated) | -8% | ? | ? | -6% | i | 2% | 1% | -6% | 8% | -24% | ?
O=C(/C=N/O)NCCCn1ccnc1 | 1% | i | -2% | -2% | i | 2% | 1% | 1% | -3% | -4% | i
Cc1oc(-c2ccc(Cl)cc2)nc1CN1CCC(C(=O)NCCCN2CCOCC2)CC1 | 0% | ? | 6% | 14% | i | -1% | 1% | 6% | 20% | 4% | ?
CC(=O)C1C(c2ccccc2OC(F)F)NC(=O)NC1(O)C(F)(F)F (configuration not stated) | 1% | i | 17% | 18% | i | -1% | 3% | -4% | -2% | 19% | i
COC(=O)COc1ccc(-c2nn(C)c(=O)c3ccccc23)cc1 | -1% | i | 12% | -2% | i | -3% | -1% | -1% | 0% | ? | i
COC(=O)Cc1cc(=O)n(-c2nc3ccccc3[nH]2)[nH]1 | -1% | i | -9% | -11% | i | ? | -19% | 5% | 19% | -23% | i
COc1ccccc1N1CCN(CC(=O)c2c(C)n(C)c3ccccc23)CC1 | -3% | i | 22% | 0% | i | -2% | 1% | 18% | 17% | -11% | i
O=C(NCC1CCCO1)c1ccc(N2CCCCC2)nc1 (configuration not stated) | -15% | ? | 6% | 7% | i | -1% | 2% | -14% | 0% | 8% | i
O=C(Nc1ccc(N2CCOCC2)cc1)C1CCCN(S(=O)(=O)c2cccc(C(F)(F)F)c2)C1 (configuration not stated) | 3% | i | -10% | -2% | i | 0% | 2%[0.00368 µM] | -4% | -3% | 6% | ?
Cc1cccc(-c2noc(CN(C)S(=O)(=O)c3cc(Cl)ccc3Cl)n2)c1 | 1% | i | ? | 5% | i | -1% | -2% | -2% | -7% | 116%[activator] | i
CCn1c(COc2cccc(OC)c2)nnc1SCC(=O)Nc1ccccc1C(=O)OC | 3% | ? | 16µM* | 12% | i | -4% | -1% | 4% | 7% | 23% | i
Cc1cccc(-n2ncc3c(NCc4ccccn4)ncnc32)c1 | -12% | i | 0% | 2% | i | -2% | 0% | 27% | -3% | 9% | ?
CC(C)OCCCNC(=O)c1cc2c(s1)CS(=O)(=O)C2 | 4% | i | ? | -6% | i | 0% | -1% | 0% | 7% | 16% | i
COc1ccc(-n2ncc3c(NCCCN4CCOCC4)ncnc32)cc1 | -29% | i | 4% | -7% | i | -2% | 0% | 6% | 3% | -21% | i
O=C(O)c1ccc([N+]2=Cn3c(nc4ccccc43)C2)cc1 | 0%[11.4 µM] | i | 8%[11.4 µM] | 5%[11.4 µM] | i | 0%[11.5 µM] | 2%[11.5 µM] | 1%[11.4 µM] | nt | -5%[11.5 µM] | i
COc1cc(OC)cc(-c2nnc(SCC(=O)N3CCCC3)o2)c1 | -2% | i | 3% | 5% | i | 0% | 1% | 1% | -1% | -28% | i
NC(=O)c1ccsc1NC(=O)COC(=O)C1CCCN1C(=O)c1cccs1 (configuration not stated) | -8% | i | 8% | -4% | i | 1% | -1% | -18% | 5% | 8% | ?
CC(Oc1ccc(Cl)cc1Cl)C(=O)NC1CCSC1=O (configuration not stated) | -1% | i | 4% | 8% | i | -1% | 0% | 7% | 3% | -27% | i
c1ccc(Cn2c(CNc3nc4ccccc4n3CCN3CCOCC3)nc3ccccc32)cc1 | 0% | i | 3% | -6% | i | -1% | 1% | 5% | 0% | 8% | ?
CC1(C)C2CCC1(C)C(NC1=NCCC1)C2 (configuration not stated) | 0% | i | 0% | -21% | i | 1% | -7% | -9% | -4% | 3% | ?
O=C(COc1ccc(Cl)cc1)NC1CCSC1=O (configuration not stated) | -3% | i | 6% | 7% | i | 0% | 0%[0.00368 µM] | 9% | -7% | 23% | ?
COCCNC(=O)CS(=O)Cc1nc(-c2ccc(OC)cc2)oc1C (configuration not stated) | -4% | nt | 6% | -12% | nt | -1% | -3% | -9% | nt | -10% | nt
Cc1ccc2c(c1)c1c(n2CC(O)CN2C(=O)CNC2=O)C(=O)CCC1 (configuration not stated) | 2% | nt | 1% | -7% | nt | -6% | -15% | 25µM* | nt | 2% | nt
O=C1CC(C(=O)Nc2ccccc2)N=C(N2CCOCC2)N1 (configuration not stated) | 2% | i | 0% | 0% | i | 2% | 2% | 6% | 8% | 1% | ?
CC(C)C[C@H](N)c1nnc(S(=O)(=O)Cc2ccc(F)cc2)o1 | -10% | i | -1% | -1% | i | 1% | 1% | ? | -6% | 25% | ?
Cc1cc(N2CCN(Cc3ccc4c(c3)OCO4)CC2)n2ncnc2n1 | -1% | i | 7% | -3% | i | 1% | nt | 3% | -8% | 2% | ?
CCOCCCNC(=O)c1c[nH]c2cc(C)ccc2c1=O | -2% | i | -7% | -7% | i | 3% | -1% | -1% | 6% | -10% | ?
COC(=O)Cn1ncc2c(C)n(Cc3ccccc3)c(C)c2c1=O | 20µM* | nt | ? | -1% | nt | 3% | -1% | 1% | nt | -25% | nt
O=S(=O)(NCc1cn2ccsc2n1)c1ccc(Oc2ccccc2)cc1 | 2% | i | ? | -6% | i | 1% | 0% | 11% | 20% | -30% | i
Cc1nc(CN2CCN(C(=O)c3ccc(Br)cc3)CC2)cs1 | 1% | i | 0% | -14% | i | 0% | 1% | 10% | -1% | 1% | i
OCCSc1nc(-c2cccnc2)nc2ccccc12 | 0% | i | 4% | -6% | i | -3% | 0% | -3% | 4% | ? | i
COc1ccc(CCN(C)CCCOc2ccc(S(=O)(=O)c3[nH]c4ccccc4c3C(C)C)cc2)cc1OC | 1% | nt | -55%[inhibitor] | -46% | nt | -5% | 1% | -4% | nt | -1% | nt
Cc1ccc2c(c1)-c1c(cnn1CC(=O)O)CO2 | 1% | i | 4% | ? | i | -2% | 0% | 13% | 6% | 16% | i
